MsrA inhibitor = bovine MsrA enzyme inhibitors, primary screen, biochemical, absorbance, HTS. inhibition, % at 15.5 µM. 360,000 compounds, 0.75% hits. Methionine sulfoxide reductase A (Bos taurus). purified bovine MsrA, absorbance read-out; in the data active = inhibition above about 4.5%;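 note: 0% = vehicle wells with enzyme and 100% = reference inhibitor wells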
PABP1 MLLE inh = inhibitors of PABP1 MLLE–PAM2 peptide binding, primary screen, biochemical, fluorescence polarization, FITC-PAM2, GST-MLLE; inhibition, % at 20 µM; Polyadenylate-binding protein 1 (Homo sapiens), P11940; 360,000 compounds, 0.36% hits; in the data active = inhibition above about 35%, passing the limit was not always enough;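 note: plate controls were DMSO wells with GST-MLLE for no effect and wells lacking GST-MLLE protein for full effect; some results filed as inactive read as strong as hits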
Tb MetRS inh = T. brucei MetRS inhibitors, primary screen, biochemical, luminescence; purified T. brucei MetRS, ATP depletion, Kinase-Glo luminescence; 360,000 compounds, 0.4% hits; inhibition, % at 11.9 µM; methionyl-tRNA synthetase (Trypanosoma brucei brucei);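 active = inhibition above a per-plate cutoff of the control wells' mean inhibition plus 3 SD, cut at about 5.5% in these data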;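 note: 0% = DMSO wells median and 100% = median of wells with control inhibitor compound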
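technique = Kinase-Glo luminescence, ATP depletion format | system = purified MetRS (methionyl-tRNA synthetase) enzyme from Trypanosoma brucei | timing = 15 min preincubation, 2 h reaction, all 25 °C | evaluation = percent inhibition versus plate control medians | dosing = single dose, 11.9 µM final nominal, 0.9% final DMSO | also added = substrates ATP, L-methionine and bulk Escherichia coli tRNA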
bovine MsrA act = bovine MsrA enzyme activators, primary screen, biochemical, absorbance, HTS | Methionine sulfoxide reductase A (Bos taurus) | purified bovine MsrA, absorbance read-out | activation, % at 10.6 µM | 360,000 compounds, 0.3% hits; in the data active = activation above about 7.5%;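 note: 0% = vehicle and 100% = reference activator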
FAS-TE inh = FAS thioesterase domain inhibitors, primary screen, biochemical, fluorescence intensity, uHTS; Fatty acid synthase (Homo sapiens), P49327; recombinant FAS-TE, OMFH fluorogenic substrate, fluorescence endpoint; inhibition, % at 15 µM; 360,000 compounds, 0.67% hits;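 active = compounds whose normalised, plate-corrected inhibition of enzyme fluorescence in the single-dose primary screen is 50% or more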;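 note: 0% = DMSO with enzyme and 100% = substrate without enzyme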
Target sequence (P49327 whole entry, looked up, the tested form may be a part): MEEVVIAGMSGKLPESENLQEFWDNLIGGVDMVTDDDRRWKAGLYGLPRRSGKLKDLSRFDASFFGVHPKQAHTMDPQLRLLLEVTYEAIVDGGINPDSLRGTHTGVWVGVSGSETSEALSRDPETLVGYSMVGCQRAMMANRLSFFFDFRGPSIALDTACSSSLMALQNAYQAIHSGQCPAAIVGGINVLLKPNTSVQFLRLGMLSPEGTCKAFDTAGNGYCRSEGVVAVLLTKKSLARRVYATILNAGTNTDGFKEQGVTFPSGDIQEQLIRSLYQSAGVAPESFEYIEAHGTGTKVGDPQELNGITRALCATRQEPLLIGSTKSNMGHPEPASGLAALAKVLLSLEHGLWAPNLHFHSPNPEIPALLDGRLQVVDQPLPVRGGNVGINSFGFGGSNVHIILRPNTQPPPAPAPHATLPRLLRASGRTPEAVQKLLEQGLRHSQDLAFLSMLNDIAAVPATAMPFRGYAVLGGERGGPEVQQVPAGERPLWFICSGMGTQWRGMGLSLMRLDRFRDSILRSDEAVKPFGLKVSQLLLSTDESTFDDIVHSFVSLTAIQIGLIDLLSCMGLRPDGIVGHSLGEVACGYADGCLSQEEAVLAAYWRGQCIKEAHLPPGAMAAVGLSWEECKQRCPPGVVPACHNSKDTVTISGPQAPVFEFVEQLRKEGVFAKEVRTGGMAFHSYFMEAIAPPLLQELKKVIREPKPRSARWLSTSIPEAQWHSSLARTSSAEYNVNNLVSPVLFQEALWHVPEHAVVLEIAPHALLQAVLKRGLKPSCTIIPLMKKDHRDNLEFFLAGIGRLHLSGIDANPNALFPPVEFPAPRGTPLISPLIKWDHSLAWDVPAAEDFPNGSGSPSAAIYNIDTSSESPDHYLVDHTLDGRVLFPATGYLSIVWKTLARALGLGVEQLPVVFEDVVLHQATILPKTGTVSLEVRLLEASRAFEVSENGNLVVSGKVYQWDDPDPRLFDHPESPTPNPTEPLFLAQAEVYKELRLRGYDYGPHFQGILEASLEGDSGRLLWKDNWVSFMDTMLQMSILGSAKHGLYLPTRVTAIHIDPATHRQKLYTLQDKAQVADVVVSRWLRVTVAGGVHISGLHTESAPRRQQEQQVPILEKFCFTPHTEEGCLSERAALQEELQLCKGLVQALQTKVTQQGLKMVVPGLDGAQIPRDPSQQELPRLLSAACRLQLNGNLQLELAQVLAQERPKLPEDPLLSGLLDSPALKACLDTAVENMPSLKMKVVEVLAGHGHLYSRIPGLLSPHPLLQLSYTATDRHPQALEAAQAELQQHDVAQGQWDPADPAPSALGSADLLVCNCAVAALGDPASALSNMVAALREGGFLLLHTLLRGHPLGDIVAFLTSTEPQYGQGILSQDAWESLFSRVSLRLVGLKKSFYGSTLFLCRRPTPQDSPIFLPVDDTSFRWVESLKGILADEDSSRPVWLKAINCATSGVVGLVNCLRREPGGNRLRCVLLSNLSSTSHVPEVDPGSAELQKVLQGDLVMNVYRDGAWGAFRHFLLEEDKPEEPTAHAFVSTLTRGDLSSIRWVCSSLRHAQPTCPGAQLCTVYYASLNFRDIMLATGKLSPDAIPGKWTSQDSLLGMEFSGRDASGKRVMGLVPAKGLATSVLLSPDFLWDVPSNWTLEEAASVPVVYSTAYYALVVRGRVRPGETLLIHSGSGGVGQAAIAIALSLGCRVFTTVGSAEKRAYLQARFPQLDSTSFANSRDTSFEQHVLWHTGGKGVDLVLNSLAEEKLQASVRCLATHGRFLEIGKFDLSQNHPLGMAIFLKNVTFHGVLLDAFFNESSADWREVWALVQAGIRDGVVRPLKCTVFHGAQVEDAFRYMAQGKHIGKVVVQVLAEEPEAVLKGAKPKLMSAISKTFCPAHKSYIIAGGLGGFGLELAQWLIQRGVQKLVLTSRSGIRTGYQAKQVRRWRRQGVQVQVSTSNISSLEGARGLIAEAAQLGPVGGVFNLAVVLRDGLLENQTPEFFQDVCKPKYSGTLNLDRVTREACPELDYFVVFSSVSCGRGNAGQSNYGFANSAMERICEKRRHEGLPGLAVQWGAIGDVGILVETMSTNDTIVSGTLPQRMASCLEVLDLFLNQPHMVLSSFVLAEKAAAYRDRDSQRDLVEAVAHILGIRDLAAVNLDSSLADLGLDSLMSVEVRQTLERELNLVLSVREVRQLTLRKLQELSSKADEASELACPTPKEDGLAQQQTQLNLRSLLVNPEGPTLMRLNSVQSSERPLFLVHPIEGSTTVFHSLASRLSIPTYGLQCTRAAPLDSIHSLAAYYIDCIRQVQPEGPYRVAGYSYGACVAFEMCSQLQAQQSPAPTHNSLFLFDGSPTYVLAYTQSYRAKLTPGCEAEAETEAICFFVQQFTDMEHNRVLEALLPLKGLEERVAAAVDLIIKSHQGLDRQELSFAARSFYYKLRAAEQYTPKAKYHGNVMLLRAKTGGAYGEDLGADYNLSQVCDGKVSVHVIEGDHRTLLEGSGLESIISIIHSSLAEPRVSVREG
MT1-MMP act inh = blockers of MT1-MMP proenzyme processing, primary screen, HT1080 RFP-PRO-GFP cells, GFP/RFP fluorescence; GFP/RFP ratio fluorescence, overnight; percent of plate control window, DMSO zero; GFP/RFP ratio change, % at 20 µM; 360,000 compounds, 0.061% hits;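 active = GFP/RFP ratio change of at least 30% with cell ATP level not reduced by more than half and red fluorescence within 50% of control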; note: strong numbers were not always called active
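Material: RFP-PRO-GFP reporter HT1080 cells. Dosing: single-point 20 µM compound, 1% DMSO. Controls: DMSO and RFP-L50D-GFP cell wells. Timing: cells overnight before dosing, compound overnight, 37 °C, 5% CO2. Measure: GFP/RFP fluorescence ratio.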
CendR NRP1 mod = modulators of CendR peptide binding to NRP-1, primary screen, biochemical, fluorescence polarization, uHTS; 360,000 compounds, 0.85% hits; AID 602438, 2012; FAM-RPARPAR peptide binding to NRP-1; Neuropilin-1 (Homo sapiens), O14786; inhibition, % at 25 µM;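 active = inhibition or corrected inhibition above about 18%, plus a signal ratio from 0.5 to 1.5, limit read from the data, passing the limit was not always enough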; note: strong numbers were not always called active
eLon inh = inhibitors of E. coli Lon protease, primary screen, biochemical, fluorescence polarization; P0A9M0; purified E. coli Lon protease; inhibition, % at 7.94 µM; 360,000 compounds, 0.42% hits; AID 602123, 2011; in the data active = inhibition above about 13%, passing the limit was not always enough;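 note: 0% = enzyme with probe and DMSO and 100% = no enzyme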
SKN-1 block = suppressors of acrylamide-induced Pgst-4::GFP reporter in worms, primary screen, SKN-1 inhibitor project, whole organism, uHTS, GFP/RFP fluorescence ratio, strain VP596; inhibition, % at 21.8 µM; AID 624304, 2012; C. elegans VP596 Pgst-4::GFP/RFP ratio, 24 h; 360,000 compounds, 0.49% hits;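 active = interference check ratio from 0.5 to 1.5 plus GFP to RFP signal ratio inhibition reaching or exceeding a fixed threshold, cut at about 30% in these data, passing the limit was not always enough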; note: some compounds called inactive have numbers as strong as hits
The depositor's hits bear a star.

SMILES	MsrA inhibitor	PABP1 MLLE inh	Tb MetRS inh	bovine MsrA act	FAS-TE inh	MT1-MMP act inh	CendR NRP1 mod	eLon inh	SKN-1 block
Cc1cc(NC(=O)c2cc3ccccc3o2)no1	-0.5	16	0.0	-1	1	5	-36	-12	-8
COc1ccc(N2C(=O)CNC2=S)cc1	-0.2	-6	0.1	0	-11	3	-2	-21	-8
CC(C)(C)c1ccc(S(=O)(=O)N2CCN(c3ncccn3)CC2)cc1	-0.7	4	-1.5	-10	-9	2	27*	-12	-1
O=C(CN1C(=O)NC2(CCCC2)C1=O)OCCOc1ccccc1	-2.0	-7	-0.3	-3	-5	5	15	-3	4
O=C(CCc1cccc(Cl)c1)N1CCCC(Nc2ccccc2)C1 (stereo unspecified)	-0.9	4	-0.1	-3	15	-1	-3	3	28
COCCNC(=O)c1ccc(N2CC3CC(C2)c2cccc(=O)n2C3)c(NC(=O)c2ccc(C(C)(C)C)cc2)c1 (stereo unspecified)	-0.8	-12	0.0	-1	-6	3	-2	11	14
Cc1c(Cc2ccc3c(c2)OCO3)sc(NC(=O)c2ccccc2)c1C(N)=O	2.4	1	-0.6	-4	2	-6	-10	-2	-2
CC(=O)Nc1ccc(S(=O)(=O)Nc2cccc(NC(=O)C(C)(C)C)c2)cc1	-0.9	4	-1.4	-3	-3	0	0	8	-20
O=C(CCCOc1ccc(Cl)cc1Cl)Nc1ncccn1	-0.9	-4	0.8	-4	-5	5	-6	8	10
COc1cccc(OC)c1C(=O)Nc1ccc2c(c1)OCCO2	0.8	2	0.6	0	-5	-2	-14	-1	-11
c1cc2c(cc1Cn1cnnn1)OCO2	-0.3	-4	-0.3	-4	-6	-2	22*	-1	-28
Cc1cnc(C(=O)Nc2nnc(SCc3c(Cl)cccc3Cl)s2)cn1	0.2	-1	0.3	-1	-1	3	3	-9	9
CCCCn1c(N)c(N(CCC(C)C)C(=O)c2cc(CC)c(C)s2)c(=O)[nH]c1=O	-0.2	-6	-0.3	-4	-17	-1	-8	-7	19
CC1=C(C(=O)OCc2ccccc2)C(c2ccc(N3CCOCC3)cc2)NC(=O)N1 (stereo unspecified)	1.2	-15	-0.5	0	-1	-1	-16	-8	-6
COc1ccc(OC)c(NC(=O)NNC(=O)CCCOc2ccc(Cl)cc2C)c1	-1.5	-10	1.8	-3	8	5	20	3	0
CCC1C(=O)CC(c2ccc([N+](=O)[O-])cc2)NC1c1ccc([N+](=O)[O-])cc1 (stereo unspecified)	-1.2	9	-0.6	-1	39	-7	1	0	10
O=C(Cc1ccc(Br)cc1)OCC(=O)N1CCCCCC1	-0.8	19	-0.2	2	-4	2	11	-5	12
O=C(Nc1cccc(Cl)c1)NC1CC2CCC(C1)N2Cc1ccco1 (stereo unspecified)	0.6	-4	0.1	-2	-2	4	-2	15	-7
CCOc1ccccc1Nc1nnc(SCC(=O)NC2CCS(=O)(=O)C2)s1 (stereo unspecified)	0.2	-37	0.1	-2	-10	4	-5	-8	-8
O=C(NCC(O)COc1ccc([N+](=O)[O-])cc1)Nc1ccccc1 (stereo unspecified)	-0.3	14	42*	-3	19	2	2	-3	-1
COc1ccc(C(=O)OC(C)C(=O)NC(C)CCc2ccccc2)c(OC)c1 (stereo unspecified)	-1.3	1	-0.5	-5	3	-4	7	-4	-7
CCc1ccc(S(=O)(=O)Nc2ccc(-c3nc4cccnc4s3)cc2)s1	1.1	-3	-0.4	-3	0	2	-13	-6	-4
Cc1cc(C)c2c(=O)cc(C(=O)NCc3ccccc3)oc2c1	0.1	-5	-0.8	2	8	-2	11	5	-2
Cc1cc(C)nc(N/C(=N\S(=O)(=O)Cc2ccccc2)Nc2ccc(F)c(Cl)c2)n1	-0.8	3	-0.2	-1	42	-3	-2	-12	-3
COc1ccc(NC(=O)N(C)C[C@H]2Oc3ccc(NS(=O)(=O)c4cccs4)cc3C(=O)N([C@@H](C)CO)C[C@@H]2C)cc1	0.5	-7	-0.2	-3	-5	0	14	0	-8

Further records:
SMILES	MsrA inhibitor	PABP1 MLLE inh	Tb MetRS inh	bovine MsrA act	FAS-TE inh	MT1-MMP act inh	CendR NRP1 mod	eLon inh	SKN-1 block
CC(C)(CNC(=O)c1ccc(-c2cccc(C(F)(F)F)c2)o1)N1CCOCC1	1.4	1	-0.5	0	6	-4	1	-9	10
Cc1ccc(NC(=O)c2nc[nH]c2C(=O)NC2CCN(C(=O)OC(C)(C)C)CC2)cc1	-0.3	6	-0.2	-3	0	1	11	-1	-1
NC(=O)c1nsc(C(=O)N(c2ccccc2)C(C(=O)NCc2ccc(F)cc2)c2ccc(O)cc2)c1N (stereo unspecified)	1.8	-1	-0.8	-2	20	-8	6	-1	2
CCCOc1ccc(CC2CCC(=O)NC2=O)cc1 (stereo unspecified)	1.5	-4	0.5	-1	-10	3	-9	-1	4
COC(=O)c1ccc(-c2nc3ccccc3[nH]2)cc1	1.9	-4	-1.2	-6	-8	9	-10	0	14
COc1cc(CNCC2CCCO2)ccc1OCC(N)=O (stereo unspecified)	-0.1	13	-0.8	-6	-7	-2	13	-1	2
O=C(NC1CC1)c1scc2c1OCCO2	-0.2	-4	-0.4	-5	-9	-5	0	-10	2
COc1ccc(S(=O)(=O)N2CCOCC2)cc1NC(=O)COC(=O)C1CCC1	0.5	-12	-0.2	2	-6	6	4	-1	10
Cc1ccnc(NC2(C(F)(F)F)N=C(c3ccccc3)NC2=O)c1 (stereo unspecified)	3.5	15	-0.5	-3	-6	8	3	-2	-9
CC(C)(C)NC(=O)CN(C(=O)CNS(=O)(=O)c1ccc(Cl)cc1)c1ccc2c(c1)OCCO2	-0.9	12	-0.4	-4	1	-1	5	1	1
Cc1cccc(OCC(=O)Nc2cc(C)ccc2O)c1	-0.1	-13	0.3	-1	-1	-8	1	1	0
CCC(Sc1nc2ccncc2[nH]1)C(=O)Nc1ccc(C)c(Cl)c1 (stereo unspecified)	3.0	-31	0.2	1	-39	-1	-1	-2	1
Cc1ccc(S(=O)(=O)N2CCN(C(=O)c3ccc(N4CCCC4)c([N+](=O)[O-])c3)CC2)cc1	0.3	1	-0.6	-7	22	1	6	-2	6
Cc1csc(NC(=O)CN2C(=O)COc3ccc(Cl)cc32)n1	-0.6	10	-0.2	-3	-3	-5	12	-5	19
CC(C)C1CC(CCNCc2ccc(N(C)C)cc2)(c2ccccc2)CCO1 (stereo unspecified)	-0.5	-3	-1.2	-1	-12	-6	-5	-4	1
COc1cccc(CN2C(=NC(=O)C3CC3)SC3CS(=O)(=O)CC32)c1 (stereo unspecified)	0.6	-16	0.3	-4	-3	-2	3	-15	8
CCOc1ccc(CN(C)Cc2cc(=O)oc3cc(C)c(Cl)cc23)cc1	-0.5	-2	-0.5	-1	21	2	-10	5	1
Cn1ccc2c(N(c3ccccc3)C3CCCCC3)cc3c(c21)C1CCC3O1 (stereo unspecified)	-0.4	-8	-0.7	0	9	1	12	-3	10
Cc1ccccc1NC(=O)CSc1nnc(C2CC2)n1CC1CCCO1 (stereo unspecified)	-0.5	2	0.1	-2	-4	-2	0	-1	-6
CC(OC(=O)c1ccc(NC(=O)CC#N)cc1)C(=O)Nc1ccc(Oc2ccccc2)cc1 (stereo unspecified)	-0.3	-27	0.1	-5	-8	-4	-22	-25	6
CC1=CC(C)C2(CO)COC(c3cccnc3)C1C2C (stereo unspecified)	-1.8	5	-1.2	-13	-13	-1	27*	-8	2
C=CCn1c(C)cc(C(=O)COc2ccc(S(=O)(=O)N3CCCC3)cc2[N+](=O)[O-])c1C	0.8	-16	-0.1	-7	25	-6	12	1	9
COc1ccc(CNC(=O)C(=O)NCC2OCCN2S(=O)(=O)c2ccc3c(c2)OCCO3)cc1 (stereo unspecified)	0.6	-5	-0.3	-2	-3	3	6	5	-2
Cc1cc2oc(=O)cc(CN3CCCCC3)c2cc1C(C)C	1.9	-4	-0.6	-10	-3	-6	-16	-6	15
O=C1CN(C(=O)CCCc2c[nH]c3ccccc23)c2ccccc2N1	0.7	-11	-0.2	-10	-2	0	-5	-1	-30

More compounds.
SMILES	MsrA inhibitor	PABP1 MLLE inh	Tb MetRS inh	bovine MsrA act	FAS-TE inh	MT1-MMP act inh	CendR NRP1 mod	eLon inh	SKN-1 block
CCOC(=O)C(=N/O)/C(C)=N/NC(=O)C(=O)Nc1ccc(Cl)cc1	1.4	8	-0.4	-4	-18	6	3	1	-8
COc1ccc(-c2csc(N(CCCN3CCOCC3)C(=O)c3ccco3)n2)cc1	-0.1	5	-0.8	-1	20	6	-4	-3	-1
CCOc1ccccc1/C=C(/NC(=O)c1ccccc1)C(=O)NCC(=O)O	1.8	-10	-1.4	-10	-9	-2	-8	6	-3
CC(C)[C@H](NC(=O)[C@@H]1CSC2c3ccccc3C(=O)N21)C(=O)NC1CCCCC1 (stereo partly specified)	-0.1	3	-0.4	-1	0	0	14	-9	7
Cc1ccc[n+](CC(=O)Nc2cc(C(F)(F)F)ccc2Cl)c1	0.1	-4	0.4	-3	-2	1	-1	13	7
CCCc1cc(CNC(=O)C2CCC(=O)N(Cc3ccccc3F)C2)on1 (stereo unspecified)	-0.8	3	-0.5	-1	-2	-1	0	1	-1
CC(c1ccccc1)N1CC(C(=O)Nc2nccs2)CC1=O (stereo unspecified)	0.6	2	-0.2	-4	-6	1	3	-2	6
c1ccc(Oc2cccc(OCCCCSc3ncccn3)c2)cc1	0.3	3	0.0	-1	32	-3	2	-11	7
CCCOc1ccc(-c2c(C(=O)N/N=C/c3ccccc3OCC)nnn2-c2nonc2N)cc1	-0.4	-4	-0.1	-2	-8	-6	11	1	6
COc1ccc(/C=N/N=C2\SC(CC(=O)O)C(=O)N2c2ccccc2)cc1 (stereo unspecified)	2.8	-11	-0.1	-4	-18	0	0	-3	-5
Cc1cccc(-n2nc([N+](=O)[O-])c(=NCc3cccnc3)n2O)c1	1.4	7	0.3	-1	-3	3	2	-1	16
COCCNCCCOc1ccc(Cl)cc1Br	0.4	6	3.2	-4	-9	6	3	15	13
CC(C)Cc1nnc(NC(=O)c2ccc(-n3cncn3)c([N+](=O)[O-])c2)s1	1.6	-45	1.4	-4	-2	0	4	-11	1

4 records picked at random from those above:
SMILES	MsrA inhibitor	PABP1 MLLE inh	Tb MetRS inh	bovine MsrA act	FAS-TE inh	MT1-MMP act inh	CendR NRP1 mod	eLon inh	SKN-1 block
COc1ccc(-c2csc(N(CCCN3CCOCC3)C(=O)c3ccco3)n2)cc1	-0.1	5	-0.8	-1	20	6	-4	-3	-1
CCCCn1c(N)c(N(CCC(C)C)C(=O)c2cc(CC)c(C)s2)c(=O)[nH]c1=O	-0.2	-6	-0.3	-4	-17	-1	-8	-7	19
CCC(Sc1nc2ccncc2[nH]1)C(=O)Nc1ccc(C)c(Cl)c1 (stereo unspecified)	3.0	-31	0.2	1	-39	-1	-1	-2	1
Cc1cnc(C(=O)Nc2nnc(SCc3c(Cl)cccc3Cl)s2)cn1	0.2	-1	0.3	-1	-1	3	3	-9	9
